# NPY-Y1 antag – blocks the human neuropeptide Y Y1 receptor; P25929; HEK293-CNG Y1 cells, membrane potential fluorescence; NPY at EC95, then isoproterenol; inhibition, % at 3.6 µM; 200,000 compounds, 1% hits; AID 1040;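 active = inhibition above the campaign mean inhibition of all tested compounds plus 3 SD, cut at about 20% in these data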;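 note: 0% = DMSO wells given NPY plus isoproterenol and 100% = isoproterenol alone without NPY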
# Target sequence (P25929 whole entry, looked up): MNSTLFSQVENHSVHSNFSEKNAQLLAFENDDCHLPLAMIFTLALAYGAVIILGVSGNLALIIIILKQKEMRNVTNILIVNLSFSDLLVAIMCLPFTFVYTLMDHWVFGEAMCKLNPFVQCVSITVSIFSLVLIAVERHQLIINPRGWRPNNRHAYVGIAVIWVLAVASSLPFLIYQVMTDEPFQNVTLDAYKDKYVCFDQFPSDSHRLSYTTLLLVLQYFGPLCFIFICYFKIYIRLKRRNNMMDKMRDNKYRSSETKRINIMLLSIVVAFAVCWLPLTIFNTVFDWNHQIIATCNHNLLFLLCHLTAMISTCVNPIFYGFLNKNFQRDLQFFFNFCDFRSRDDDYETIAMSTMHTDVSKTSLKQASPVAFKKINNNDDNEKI
#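 Material: Y1- and CNG-channel-expressing HEK293 cells / Probe or stimulus: NPY 25 nM then isoproterenol 1 µM plus Ro 20-1724 25 µM / Doses: 3.6 µM single dose, DMSO 0.4% / Schedule: compound incubation 1 h at room temperature, readout 45 min post-stimulation / Signal: membrane potential fluorescence / Benchmarks: isoproterenol-only wells as full block versus NPY-plus-isoproterenol wells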
# TRPN1 ag – zebrafish TRPN1 (NompC) channel agonism | HEK293 zebrafish TRPN1-YFP, Fluo-8 calcium fluorescence; 100% = response to 87 µM carbachol | activation, % at 3 µM | 220,000 compounds, 0.18% hits;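 active = activation above its plate's cutoff, the mean activation of test wells on that plate plus 3 SD, cut at about 19% in these data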;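 note: 0% = DMSO alone and 100% = 87 µM carbachol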
#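 Assay system: Zebrafish TRPN1-YFP in HEK293 cells | Incubation: Dye loading 1 h at 37 °C, then 30 min room temperature | Measured by: Kinetic Fluo-8 fluorescence, ex 470-495, em 515-575 nm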
# TRPML3 agonist – human mucolipin-3 channel agonism | Q8TDD5 | 220,000 compounds, 0.29% hits | activation, % at 3 µM | HEK293 TRPML3-YFP, Fluo-8 calcium fluorescence; 100% = the carbachol control signal;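 active = activation above its plate's cutoff, the mean activation of the plate's test wells plus 3 SD, cut at about 12% in these data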;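 note: 0% = DMSO only wells and 100% = carbachol wells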
# Target sequence (Q8TDD5 whole entry, looked up): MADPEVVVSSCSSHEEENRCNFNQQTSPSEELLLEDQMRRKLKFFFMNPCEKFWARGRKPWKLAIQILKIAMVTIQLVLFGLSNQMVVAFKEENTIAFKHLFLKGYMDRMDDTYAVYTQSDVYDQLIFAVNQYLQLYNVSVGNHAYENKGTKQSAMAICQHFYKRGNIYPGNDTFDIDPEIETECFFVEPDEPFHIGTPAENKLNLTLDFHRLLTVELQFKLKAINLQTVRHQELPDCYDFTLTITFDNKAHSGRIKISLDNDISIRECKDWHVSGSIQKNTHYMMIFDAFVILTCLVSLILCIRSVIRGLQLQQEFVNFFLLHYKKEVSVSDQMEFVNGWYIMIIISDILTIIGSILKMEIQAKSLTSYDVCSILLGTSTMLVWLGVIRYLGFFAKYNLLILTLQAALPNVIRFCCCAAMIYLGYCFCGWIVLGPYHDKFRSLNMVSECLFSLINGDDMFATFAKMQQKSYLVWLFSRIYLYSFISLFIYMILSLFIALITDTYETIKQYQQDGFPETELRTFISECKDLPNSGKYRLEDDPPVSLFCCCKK
#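 system = HEK293 cells stably carrying human TRPML3-YFP | doses = one concentration, 3 µM nominal, 0.3% DMSO | timing = dye loading 1 h 37 °C then 30 min ambient, 125 s read | detection = Fluo-8 calcium dye fluorescence, ex 470-495, em 515-575 nm | benchmarks = high control carbachol 87 µM, low control DMSO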
# CHOP inhibitor – blocks CHOP induction under ER stress | inhibition, % at 10 µM | CHO-K1 CHOP-promoter luciferase, tunicamycin-induced, 15-18 h | 220,000 compounds, 3.8% hits | AID 2732;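 active = compounds that reduced the stress-induced luciferase reporter signal by more than about 70% of percent inhibition, limit read from the data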;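 note: 0% = tunicamycin plus vehicle and 100% = wells without tunicamycin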
# NPY-Y2 PAM-ag – human NPY-Y2 potentiation or agonism, primary screen; P49146; cells expressing NPY-Y2, potentiator/agonist read-out; activation, % at 3.6 µM; 220,000 compounds, 0.45% hits; AID 1359; in the data active = activation above about 27%;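 note: cells stimulated with NPY near EC25 plus isoproterenol at EC100; 0% = vehicle plus submaximal agonist and 100% = vehicle plus saturating agonist; some results beyond the cut were filed as inactive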
# EP2 modulator – modulates human prostaglandin E2 receptor EP2 signaling; 260,000 compounds, 0.83% hits; EP2-expressing cells, cAMP HTRF FRET, PGE2 co-stimulation; induction, % at 25 µM;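 active = compounds whose cAMP rise, as percent of the full-agonist control response, exceeds 60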;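 note: rat C6 glioma line stably carrying human EP2 under a CMV promoter; the protocol text gives 20 µM as final concentration; 100% = response of wells given 1 µM PGE2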
# S1P4 ag – activates the human S1P4 receptor. O95977. S1P4-expressing cell line, agonist reporter assay. activation, % at 4.98 µM. 220,000 compounds, 0.35% hits. AID 1509; in the data active = activation above about 11%;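 note: 0% = DMSO vehicle and 100% = reference agonist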
# S1P4 antag – antagonists of human S1P4 receptor; S1P4-expressing cells, antagonist mode, reporter read-out; inhibition, % at 4.98 µM; 220,000 compounds, 0.26% hits; AID 1510; in the data active = inhibition above about 29%;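 note: 0% = wells stimulated with agonist and 100% = vehicle wells without agonist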
# NPY1 pot ag – human NPY-Y1 potentiation or agonism, primary screen. P25929. NPY-Y1 expressing cells, potentiator/agonist activation. activation, % at 3.6 µM. 220,000 compounds, 0.37% hits; in the data active = activation above about 33%, passing the limit was not always enough;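 note: cells stimulated with NPY at EC10 then isoproterenol at EC100; 0% = low agonist plus stimulus and 100% = saturating agonist plus stimulus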
# Active calls of the source: *; · = not tested or not shown; & = joins results of further samples.
SMILES,NPY-Y1 antag,TRPN1 ag,TRPML3 agonist,CHOP inhibitor,NPY-Y2 PAM-ag,EP2 modulator,S1P4 ag,S1P4 antag,NPY1 pot ag
CCC1S/C(=N\S(=O)(=O)c2cccs2)N(C2CCCCC2)C1=O (configuration not stated),2,-1.6,1.6,31,3,38,-0.1,-13,1
COc1ccc2c(Cl)c(C(=O)NCCCn3ccnc3)sc2c1Cl,-1,1.6,-0.1,20,-9,-25,0.6,-17,-38
N#Cc1ccc(-c2ccc(F)cc2)nc1Oc1ccc(F)cc1,6,-0.9,1.0,81*,2,36,-0.8,-27,-30
O=C(c1ccc(NC2=NC3CS(=O)(=O)CC3S2)cc1)N1CCN(C(=O)c2ccco2)CC1 (configuration not stated),6,-0.7,0.1,-12,5,21,0.5,-2,23
c1csc(-c2nn3c(Cn4nnc5ccccc54)nnc3s2)c1,-3,-1.2,0.9,42,14,-2,0.4,-16,-5
Cc1ccccc1NC(=O)c1nn(-c2ccc(F)c(F)c2)ccc1=O,-2,0.8,1.4,-13,-7,-8,0.4,4,-21
CC1=C([N+](=O)[O-])C(c2ccccc2C(F)(F)F)NC(=O)N1C (configuration not stated),·,1.1,0.8,4,-3,16,2.6,-22,14
CCC(=O)Nc1ccc(C(=O)CSc2nc3ccccc3cc2CC)cc1,-3,-0.2,0.1,-25,-10,-19&-2,-0.7,-10,28
Cc1nc2c(C)[n+](CC(=O)c3ccccc3)ccc2n1C,·,-0.2,0.6,1,12,21,-0.6,-7,7
CCCCCCCCC(=O)N/N=C/c1ccccn1,5,-0.9,-0.1,39,-19,-8,-0.4,8,-13
COc1ccc2[nH]cc(CCn3ccc(=O)c(C)c3C)c2c1,0,0.0,0.9,10,-2,14,3.3,-5,19
COc1ccc(CNc2ccccc2)cc1Br,0,-0.8,-0.5,52,1,30,2.1,2,3
Cc1noc(C)c1C(=O)OCC(=O)c1c[nH]c2ccccc12,-3,1.8,0.8,7,9,-32,-0.4,-7,0
CCC(C)NC(=O)c1ccc(CSCc2cccc(F)c2)o1 (configuration not stated),1,-0.1,-0.9,46,10,-9,2.0,-15,-9
O=C(c1cnn2c(C(F)F)cc(C3CC3)nc12)N1CCCC1,-1,0.4,-0.1,41,10,23,-0.7,-2,18
Cn1c(=O)c2c(nc(NCc3cccnc3)n2Cc2ccc(Cl)cc2)n(C)c1=O,3,0.3,0.1,-19,-39,28,2.5,-4,-41
COc1ccc(C(=O)C2CCN(C(=S)NCCc3ccc(OC)c(OC)c3)CC2)cc1,-3,8.0,5.2,3,-4,-102,-1.7,4,-7
COc1ccc(CSCCc2n[nH]c(=S)n2-c2ccccc2)cc1C,7,0.2,0.3,24,9,31,-0.7,-15,8
CCOC(=O)c1nnn(-c2nc(OC)nc(N3CCCCC3)n2)c1-c1ccccc1,19,-0.9,0.7,67,-27,32,-0.5,-14,-45
CCOC(=O)CN1C(=O)C(C)(C)Oc2ccc(C(=O)Nc3ccccc3OC)cc21,3,1.0,-0.7,-11,16,-13,0.3,4,10
CC(=O)c1cccc(N=C2C(=O)Nc3ccccc32)c1,-2,0.9,0.0,-7,-3,-8,1.1,-12,-14
Clc1cccc(CNc2nnnn2-c2ccccc2)c1,-6,6.1,2.1,36,-30,-18,0.0,-5,10
Cc1cccc(C)c1-n1c(C)cc(/C=N/NC(=O)CSc2ncccn2)c1C,4,-2.3,-0.7,44,-3,-16,0.1,4,-27
CC(=O)SC1CC2=CC(=O)CCC2(C)C2CCC3(C)C(CCC34CCC(=O)O4)C12 (configuration not stated),-7,1.1,0.4,4,19,0,0.3,8,12
CN(Cc1cccc(F)c1)C(=O)c1ccc(S(=O)(=O)C(F)F)cc1,7,2.1,1.2,6,1,7,0.8,-1,-2
CC(=O)c1cccc(NC(=O)COc2ccccc2)c1,-10,-1.2,0.5,-2,1,-10,-1.1,-16,1
O=C(Cn1nc(-c2ccc(Cl)cc2)ccc1=O)NCc1ccc2c(c1)OCO2,14,1.0,-0.1,10,-23,-39,0.9,-2,-35
Cc1ccc(C2SCC(=O)N2Cc2cn3ccsc3n2)o1 (configuration not stated),0,1.4,-0.3,3,1,-4,-1.3,9,-7
CCCNC(=O)CCC(=O)Nc1ncc(-c2ccc(C)cc2)n1C,-2,1.7,0.3,-12,-9,14,1.1,-9,42
CCC(C)C(NC(N)=O)C(=O)Nc1ccc(C)c(Cl)c1 (configuration not stated),-1,-1.7,0.7,10,20,-17,-0.5,-16,-12
O=C(CNS(=O)(=O)c1cccs1)N1CCc2ccccc2C1,2,0.2,-0.1,6,4,-3,-0.5,-6,-16
CC(C)OP(=O)(c1ccc(N(C)C)cc1)C(Nc1ccccc1)c1cccnc1 (configuration not stated),1,-0.4,-0.2,-34,6,19,4.5,-19,-21
O=C(Cc1cccs1)N/N=C\c1ccc([N+](=O)[O-])s1,6,0.6,1.5,-40,17,-24,-1.2,6,7
Cc1cccc(NC(=O)C2CCN(S(=O)(=O)c3cccc4nsnc34)CC2)c1,-6,1.5,0.6,8,15,-49,-1.6,1,8
COc1ccc(NC(=S)N=Nc2c(O)[nH]c3ccccc23)cc1,·,-1.2,-0.6,-18,-10,-58,3.2,-1,7
COc1ccc(/C=C/C(=O)OCC(=O)Nc2cc(S(=O)(=O)N(C)C)ccc2Cl)cc1,10,0.4,-0.3,29,-28,-36,0.1,-4,-13
COc1ccc(NC(=O)CNC(=O)c2c(C)nn(C)c2Cl)cc1,0,0.3,1.1,8,7,7,-0.1,-29,-7
Cc1ccc(C(=O)N2CCN(c3ccccc3F)CC2)cc1S(=O)(=O)N1CCOCC1,1,0.4,0.4,15,-30,-11,0.6,-3,-9
Cc1cc(-c2ccco2)n(CC(=O)NCc2ccco2)n1,1,0.1,-0.6,13,5,-15,-0.4,-3,-18
N#CCCN1CCN(C2=NC(=O)C(=C3CCCCC3)S2)CC1,-1,-0.1,0.2,6,-2,18,1.4,9,1
Cc1cs/c(=N\N=C\c2ccc(O)cc2)n1Cc1ccco1,0,-1.6,-0.1,22,3,35,2.0,-8,-4
CC(=O)N(C(C)=O)S(=O)(=O)c1ccc(N=NN2CCCCC2)cc1,-3,-0.5,0.2,23,-1,21,0.1,-20,4
Cc1nc2cc(NS(=O)(=O)c3ccccc3)ccc2n1C,10,1.4,1.2,-12,-4,-14,0.2,-3,6
COc1cc(/C=C/c2cc(C(=O)O)c3ccccc3n2)cc(OC)c1O,4,0.0,0.8,0,-6,40,0.6,0,4
COC(=O)[C@H](Cc1ccccc1)NC(=O)NCc1ccc(S(N)(=O)=O)cc1,1,0.4,-0.5,24,15,4,1.1,-9,2
Oc1ccc(Cl)cc1C1=NNC(c2cccs2)C1 (configuration not stated),·,-1.9,-0.2,25,14,-44,0.3,4,10
CC(=O)NN=C1CCC(c2ccccc2)CC1 (configuration not stated),-2,2.1,1.1,40,10,29,-0.7,2,11
CCOc1ccc2[nH]c(S(=O)(=O)CC)nc2c1Cl,8,-1.3,-0.1,31,-1,26,-0.8,-21,13
CCc1ccc(N2C(=O)c3sc4nnc(C)c(=O)n4c3C2=O)cc1,1,-0.4,0.5,10,-2,-2,0.7,-5,14
CCOC(=O)C1CCN(CC(=O)Nc2c(C(=O)OC)n(C)c3cccc(C)c23)CC1,-6,0.4,0.4,4,-17,8,-1.7,8,21
O=C(NCc1cccs1)C1CC(=O)N(c2ccc(Cl)cc2)C1 (configuration not stated),2,0.2,0.0,-4,2,-25,1.0,-6,13
COc1ccc(/C=N/n2cnn(Cc3ccccc3Cl)c2=S)cc1,4,-1.6,-0.6,17,-7,3,-1.9,-2,5
Cc1ccc(NC(=O)CSc2nnc3ccccn23)cc1,4,1.1,0.2,-5,4,14,0.2,8,10
Cn1nc([N+](=O)[O-])nc1Sc1nnc(-c2ccccc2)o1,4,1.9,1.6,-145,-3,18,0.1,4,6
Cc1n[nH]c(C)c1S(=O)(=O)N1CCCC(C(=O)NCC2COc3ccccc3O2)C1 (configuration not stated),2,-0.5,1.3,16,11,-11,-0.1,6,11
CC(=O)C1=C(C)NC(SCc2cccc3ccccc23)=C(C#N)C1c1ccco1 (configuration not stated),9,0.9,-0.2,50,-10,-8,-0.2,-15,-18
CC(C)Nc1oc(-c2cccc3ccccc23)nc1C#N,-2,-2.2,0.6,100*,15,-6,1.9,-22,3
O=C(O)c1cccc(N=NN2CCCCCC2)c1,2,-1.5,1.2,15,-3,-3,-1.5,-5,8
Cc1ccccc1C(=O)NN1C(=O)CSC1=S,2,0.7,0.9,22,-3,7,2.5,-20,-3
COc1ccccc1CNc1nc2nc(C)c(Cl)c(=O)n2[nH]1,-2,-2.4,-0.8,-36,2,-8,0.5,2,-3

# Records above shown as hits in CHOP inhibitor:
compound,NPY-Y1 antag,TRPML3 agonist,CHOP inhibitor,NPY-Y2 PAM-ag,EP2 modulator,S1P4 ag,S1P4 antag,NPY1 pot ag
N#Cc1ccc(-c2ccc(F)cc2)nc1Oc1ccc(F)cc1,6,1.0,81*,2,36,-0.8,-27,-30
CC(C)Nc1oc(-c2cccc3ccccc23)nc1C#N,-2,0.6,100*,15,-6,1.9,-22,3

# The listing picks up with the two entries that preceded the break.
SMILES,NPY-Y1 antag,TRPN1 ag,TRPML3 agonist,CHOP inhibitor,NPY-Y2 PAM-ag,EP2 modulator,S1P4 ag,S1P4 antag,NPY1 pot ag
Cc1ccccc1C(=O)NN1C(=O)CSC1=S,2,0.7,0.9,22,-3,7,2.5,-20,-3
COc1ccccc1CNc1nc2nc(C)c(Cl)c(=O)n2[nH]1,-2,-2.4,-0.8,-36,2,-8,0.5,2,-3
O=C(O)c1cccc(NC(=S)NC(=O)c2ccc(-c3ccccc3)cc2)c1,6,-0.8,-1.2,5,0,-7,0.9,-3,4
Cc1ccc(NC(=O)CCC(=O)OCc2ccc(Br)cc2)cc1,-1,0.0,0.6,52,-4,6,1.1,-9,-1
Cc1nnc(NCc2ccco2)s1,-6,0.1,1.0,19,-4,17,-0.2,-6,14
CCCOc1ccc(N2C(=O)CC(NCc3cccnc3)C2=O)cc1 (configuration not stated),2,1.9,0.2,2,2,-2,0.2,-15,14
O=C(NCc1ccc2c(c1)OCO2)C1CCC(CNc2c(N3CCCCC3)c(=O)c2=O)CC1 (configuration not stated),1,-0.1,0.9,19,3,23,0.8,-6,-10
Cc1cccc(-n2c(C)cc(/C=N\NC(=O)c3ccco3)c2C)c1,-1,-2.5,-0.2,-13,2,17,-0.2,6,9
COc1ccc(C(=O)C2CCCN(C(=O)c3c4c(nn3C)CCCC4)C2)cc1F (configuration not stated),10,0.5,3.2,5,-13,-2,0.1,-8,-3
COc1ccc(NC(=O)c2cccc(-n3cnnn3)c2)cc1,6,0.8,0.5,15,0,6,-0.7,3,28

# Screening data deposited in PubChem BioAssay by several laboratories.
